Screening results: PubChem BioAssay, several laboratories
MK inhibit: S. pneumoniae MK inhibitors, primary screen, biochemical, PK/LDH-coupled NADH absorbance. mevalonate kinase [Streptococcus pneumoniae D39]. purified MK, PK/LDH-coupled NADH absorbance 340 nm. inhibition, % at 10 µM. actives 0.48% (n = 65,000). AID 555, 2006;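 active means ranked among the strongest by inhibition in the single 10 µM screen, a fixed top-ranked set picked for dose follow-up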; further: no value below 0 was filed
DPM-DC inhibit: S. pneumoniae DPM-DC inhibitors, primary screen, biochemical, PK/LDH-coupled NADH fluorescence; diphosphomevalonate decarboxylase (Streptococcus pneumoniae D39); purified DPM-DC; calls only at 10 µM; actives 0.49% (n = 65,000);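 active means the 320 compounds with the highest percent inhibition in the single-dose primary screen, excluding strongly autofluorescent ones, cut at about 32% in these data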;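 further: kinetic rate of NADH fluorescence loss reporting ADP formed by the decarboxylase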
TNAP inhibition: human TNAP enzyme inhibitors, biochemical, luminescent (AID 518). purified TNAP enzyme, luminescent substrate readout; higher % means a stronger effect. inhibition, % at 20 µM; hits with a dose series show IC50 in µM. actives 0.09% (n = 64,000); in the data active means a potency from the dose series; inactive means the rest, 99 in 100 with inhibition below about 22%;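 further: plate controls were vehicle for no effect and reference inhibitor for full effect; many of its hits are not listed in these tables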
Bfl-1 displacement: Bfl-1 inhibitors, primary screen, biochemical, fluorescence polarization, FITC-Bid, mouse (AID 432); Bcl-2-related protein A1 (Mus musculus); FITC-Bid BH3 peptide fluorescence polarization displacement; higher % means a stronger effect; displacement, % at 20 µM, or IC50 in µM where a hit was titrated; actives 0.02% (n = 64,000); in the data active means a potency from the dose series; inactive means the rest, 99 in 100 with displacement below about 15%; further: strong numbers were not always called active
Spn PMK inh: S. pneumoniae PMK inhibitors, primary screen, biochemical, mevalonate pathway, pilot trial included | phosphomevalonate kinase (Streptococcus pneumoniae D39) | purified PMK, PK/LDH-coupled NADH absorbance 340 nm | inhibition, % at 10 µM | actives 0.49% (n = 65,000) | AID 539, 2006;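 active means top-ranked compounds by inhibition in the single 10 µM screen, taking a fixed number of the strongest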;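 further: 0% = full reaction with DMSO carrier and 100% = background rate without enzyme reaction; no value below 0 was filed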
HT1080 cytotoxicity: cytotoxicity in HT1080 fibrosarcoma cells, cell-based, fluorescence readout (AID 620). HT1080 viability, fluorescence; higher % means a stronger effect. cytotoxicity, % at 10 µM, or EC50 in µM where a hit was titrated. actives 0.42% (n = 87,000);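 further: cells exposed to compound overnight then 4 h with Alamar Blue; 0% = vehicle DMSO and 100% = killing control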
LYP phosphatase: LYP phosphatase inhibitors, primary screen, biochemical, DiFMUP fluorescence, recombinant catalytic domain, 10 µM (AID 606) | Tyrosine-protein phosphatase non-receptor type 22 (Homo sapiens) | recombinant LYP catalytic domain, DiFMUP fluorescence; higher % means a stronger effect | one-dose inhibition, % at 10 µM; IC50 in µM for titrated hits | 52,000 tested, under 10 active;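 active means IC50 under 40 µM in the dose-response test; inactive means IC50 of 40 µM or more, or never dose-tested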
HPDE-C7 cytotoxicity: cytotoxicity in HPDE-C7 cells, cell-based, fluorescence, HTS (AID 430); HPDE-C7 pancreatic duct cells viability, fluorescence; higher % means a stronger effect; one-dose cytotoxicity, % at 10 µM; EC50 in µM for titrated hits; actives 1.8% (n = 63,000);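 further: cells exposed to compound for 48 hours before viability readout; 0% = vehicle and 100% = reference cytotoxic drug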
HPDE-C7K KRASV12: cytotoxicity in KRAS-transformed pancreatic duct cells, primary screen, cell-based, fluorescence, HTS (AID 431); HPDE-C7K KRASV12 cells, Alamar Blue viability, 48 h; higher % means a stronger effect; cytotoxicity, % at 10 µM, or EC50 in µM where a hit was titrated; actives 1.7% (n = 63,000);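 active means compounds whose percent cytotoxicity in the single-dose primary screen, scaled between solvent and toxic-drug controls, exceeds 50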;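 further: 0% = DMSO solvent wells and 100% = doxorubicin-treated wells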
Spn PMK inh pilot replicates: further read-out of Spn PMK inh, marked with its call; inhibition, %; measured here: pilot screen replicates
MK inhibit pilot replicates: second read-out of MK inhibit, no call of its own (marks repeat the call); inhibition, %; measured here: pilot screen replicates
DPM-DC inhibit pilot screen %: recorded beside DPM-DC inhibit, whose call it bears; inhibition, %; measured here: pilot screen trials
Starred values were filed as active, the others as inactive. Unless noted, no stated cut-off is given here; in the data, active means cytotoxicity above about 50%; inactive means the rest.

`CC(C)(C)NCC(O)COc1cccc2c1C[C@H](O)[C@H](O)C2` (some centres undefined) gave MK inhibit 5, DPM-DC inhibit inactive, TNAP inhibition 14%, Bfl-1 displacement -2%, Spn PMK inh 2, LYP phosphatase 16%, HPDE-C7 cytotoxicity 10%, HPDE-C7K KRASV12 8%, Spn PMK inh pilot replicates 3.5, MK inhibit pilot replicates 0.0 and DPM-DC inhibit pilot screen % 0.0.
Screening COc1ccc(C(=O)c2ccccc2)c(O)c1 returned MK inhibit 10, DPM-DC inhibit inactive, TNAP inhibition 4%, Bfl-1 displacement -3%, Spn PMK inh 3, HT1080 cytotoxicity 8%, LYP phosphatase -6%, HPDE-C7 cytotoxicity -23%, HPDE-C7K KRASV12 17%, Spn PMK inh pilot replicates 0.0, MK inhibit pilot replicates 0.0 and DPM-DC inhibit pilot screen % 1.0.
For CCCOc1ccc2nc(NC(=O)OC)[nH]c2c1 the results were MK inhibit 6, DPM-DC inhibit inactive, TNAP inhibition 8%, Bfl-1 displacement -5%, Spn PMK inh 0, HT1080 cytotoxicity 64%*, LYP phosphatase 19%, HPDE-C7 cytotoxicity 61%*, HPDE-C7K KRASV12 61%*, Spn PMK inh pilot replicates 3.5, MK inhibit pilot replicates 0.0 and DPM-DC inhibit pilot screen % 0.0.
CCN(CCCCOC(=O)c1ccc(OC)c(OC)c1)C(C)Cc1ccc(OC)cc1 (centres undefined) was read as MK inhibit 4, DPM-DC inhibit inactive, TNAP inhibition 6%, Bfl-1 displacement -2%, Spn PMK inh 2, HT1080 cytotoxicity 18%, LYP phosphatase 14%, HPDE-C7 cytotoxicity 4%, HPDE-C7K KRASV12 30%, Spn PMK inh pilot replicates 2.0, MK inhibit pilot replicates 0.0 and DPM-DC inhibit pilot screen % 0.0.

Ordered by SMILES length (rising): part of the list above
Screening COc1ccc(C(=O)c2ccccc2)c(O)c1 returned MK inhibit 10, DPM-DC inhibit inactive, TNAP inhibition 4%, Bfl-1 displacement -3%, Spn PMK inh 3, HT1080 cytotoxicity 8%, LYP phosphatase -6%, HPDE-C7 cytotoxicity -23%, HPDE-C7K KRASV12 17%, Spn PMK inh pilot replicates 0.0, MK inhibit pilot replicates 0.0 and DPM-DC inhibit pilot screen % 1.0.
`CC(C)(C)NCC(O)COc1cccc2c1C[C@H](O)[C@H](O)C2` (some centres undefined) gave MK inhibit 5, DPM-DC inhibit inactive, TNAP inhibition 14%, Bfl-1 displacement -2%, Spn PMK inh 2, LYP phosphatase 16%, HPDE-C7 cytotoxicity 10%, HPDE-C7K KRASV12 8%, Spn PMK inh pilot replicates 3.5, MK inhibit pilot replicates 0.0 and DPM-DC inhibit pilot screen % 0.0.
CCN(CCCCOC(=O)c1ccc(OC)c(OC)c1)C(C)Cc1ccc(OC)cc1 (centres undefined) was read as MK inhibit 4, DPM-DC inhibit inactive, TNAP inhibition 6%, Bfl-1 displacement -2%, Spn PMK inh 2, HT1080 cytotoxicity 18%, LYP phosphatase 14%, HPDE-C7 cytotoxicity 4%, HPDE-C7K KRASV12 30%, Spn PMK inh pilot replicates 2.0, MK inhibit pilot replicates 0.0 and DPM-DC inhibit pilot screen % 0.0.

These rows are one share of the data (hit frequency here may not be typical).
